Screens (PubChem BioAssay)
Tau fibril FP: blocks human tau fibril formation measured by polarization; P10636; K18 P301L tau heparin fibrillization, Alexa594 FP, 6 h; Potency, µM (doses to about 57.7 µM), without a hit: top-dose activity, negative = inhibition, hits mostly inhibitors; 0.39% of 280,000 active; note: potency is the fitted concentration of half-maximal effect; % is set by controls: 0 for no effect and ±100 for the full control effect; nearly all actives have a fitted effect of over 55% in size
Target sequence (P10636 561-689 P618L limits assumed): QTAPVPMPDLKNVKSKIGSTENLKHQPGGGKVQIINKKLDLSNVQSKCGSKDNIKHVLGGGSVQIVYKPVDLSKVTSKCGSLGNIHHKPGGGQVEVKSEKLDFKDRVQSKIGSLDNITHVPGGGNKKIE
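Quantitative HTS format: compounds meet 15 uM recombinant K18 P301L tau and Alexa 594-tau tracer in 100 mM sodium acetate pH 7; 20 uM heparin triggers fibrillization at 37 C over 6 hr; FP gives the signal.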
aGal spleen mod: inhibits or activates alpha-galactosidase in human spleen homogenate. 0.008% of 240,000 active. AID 2107. Potency, µM (series often up to 80 µM), inactives show at the highest dose activity change, negative = inhibition, usual class: inhibitors. human spleen homogenate, 4MU-alpha-Gal fluorescence, 40 min. P06280;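 note: potency is the fitted concentration of half-maximal effect; 0% = enzyme with vehicle and -100% = no enzyme basal signal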
Target sequence (P06280 32-429 limits assumed): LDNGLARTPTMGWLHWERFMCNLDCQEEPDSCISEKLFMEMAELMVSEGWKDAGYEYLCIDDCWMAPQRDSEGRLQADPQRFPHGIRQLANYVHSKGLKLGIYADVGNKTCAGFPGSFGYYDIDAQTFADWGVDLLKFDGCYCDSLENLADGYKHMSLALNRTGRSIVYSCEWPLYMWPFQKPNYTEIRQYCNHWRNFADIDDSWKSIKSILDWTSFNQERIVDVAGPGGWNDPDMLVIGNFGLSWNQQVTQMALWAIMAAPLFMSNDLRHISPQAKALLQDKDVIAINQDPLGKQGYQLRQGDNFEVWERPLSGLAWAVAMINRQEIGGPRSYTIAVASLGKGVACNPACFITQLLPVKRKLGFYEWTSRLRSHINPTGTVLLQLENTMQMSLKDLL
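Inhibition or activation of alpha-galactosidase in human spleen homogenate is scored by 4-MU fluorescence after 40 min at 37C, pH 5.0, with 1 mM substrate. AC50s come from concentration-response fitted to the Hill equation.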
TRb SRC2 PPI: TRbeta-SRC2 interaction inhibition. Potency, µM (series often up to 106 µM), for inactives: top-dose activity change, negative = inhibition, most hits filed as inhibitors. AID 1469. TRbeta-SRC2 peptide binding, fluorescence polarization; receptor liganded with 1 µM T3. 0.065% of 280,000 active;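 note: potency is the fitted concentration of half-maximal effect; plate controls were bound peptide for no effect and peptide without receptor for full effect; nearly all actives have a fitted effect of over 50% in size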
Target sequence (P10828 whole entry, looked up): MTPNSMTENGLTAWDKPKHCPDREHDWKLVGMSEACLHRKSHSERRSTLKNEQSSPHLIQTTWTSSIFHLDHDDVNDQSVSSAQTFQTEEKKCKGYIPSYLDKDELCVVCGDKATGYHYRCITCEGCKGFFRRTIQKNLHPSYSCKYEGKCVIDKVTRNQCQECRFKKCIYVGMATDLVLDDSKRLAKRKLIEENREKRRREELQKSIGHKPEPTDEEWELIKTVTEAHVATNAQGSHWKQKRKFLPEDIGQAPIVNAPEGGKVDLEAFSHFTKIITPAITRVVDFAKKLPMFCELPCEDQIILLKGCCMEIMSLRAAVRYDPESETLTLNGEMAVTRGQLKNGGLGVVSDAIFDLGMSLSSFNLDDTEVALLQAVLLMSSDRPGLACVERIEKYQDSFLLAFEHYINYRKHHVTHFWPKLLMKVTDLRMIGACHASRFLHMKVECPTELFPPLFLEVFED
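Fluorescence polarization of 20 nM Texas Red SRC2 peptide with 0.6 uM human TRb ligand-binding domain, in Tris buffer with 1uM T3 and 5% DMSO. Incubated 5 hr ambient; normalized to unbound and bound controls.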
CBFb RUNX1 block: inhibitors of human CBF-beta and RUNX1 interaction; 230,000 tested, under 10 active; Q01196+Q13951; Potency, µM (titrated, usually from 59.8 µM), without a hit: top-dose activity, negative = inhibition, hits mostly inhibitors; AlphaScreen CBFb-His/RUNX1-biotin binding, biochemical; note: % of control where 0% means no effect
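Inhibition was taken as any reduction in AlphaScreen signal from the CBF-beta–RUNX1 pair (His and biotin tags, 30 nM each), measured after compound (15 min) and bead (90 min) incubations at room temperature.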
Epigenetic derep: derepresses silenced GFP reporter in murine cells; murine LDR cells, GFP reporter derepression, 30 h; Potency, µM (top dose mostly 53.9 µM), for the others: top-dose GFP activation, most hits filed as activators; 0.2% of 280,000 active; AID 1865; note: potency is the fitted concentration of half-maximal effect; % of control where 0% means no effect; nearly all actives have a fitted effect of over 60% in size
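Murine LDR cells carrying a silenced, genomically integrated CMV-driven GFP reporter were exposed to compound for 30 hours at 37 C. After PBS washes, GFP-positive cells (20–120 um objects) were counted by laser-scanning microplate cytometry.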
Tau fluor cs: counter-screen for tau fibril formation inhibitors | tau K18 P301L (four-repeat tau fragment) Alexa594 fluorescence, heparin fibrillization | Potency, µM (top dose mostly 57.7 µM), without a hit: at the top dose activity change, negative = decrease | 0.93% of 280,000 active | AID 1463; note: potency is the fitted concentration of half-maximal effect; % is set by controls: 0 for no effect and ±100 for the full control effect; nearly all actives have a fitted effect of over 55% in size
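Human K18 P301L tau (15 uM unlabeled plus 0.24 uM Alexa 594-labeled, final) in 100 mM sodium acetate pH 7 was mixed with compound and 20 uM heparin and incubated 6 hr at 37 C.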
TR SRC2 fluor cs: Texas Red fluorescence interference in TRb-SRC2 counter-screen; TRb/SRC2 Texas Red total fluorescence interference; Potency, µM (titrated, usually from 106 µM), for the others: top-dose fluorescence change, negative = quenching; 0.29% of 280,000 active; active = well fitted curve in either direction with a large enough effect; inconclusive = small, poorly fitted or top-dose-only effect; note: potency is the fitted concentration of half-maximal effect; % is set by controls: 0 for no effect and ±100 for the full control effect
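Human TRβ ligand-binding domain (0.6 uM) and Texas Red SRC2 peptide (20 nM) in Tris buffer with 1 uM T3 and 5% DMSO were incubated with pinned compound for 5 hr at ambient temperature. Total fluorescence was computed as S + 2P (555/632 nm).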
NPSR antagonist: neuropeptide S receptor (human) antagonism, cAMP; Q6W5P4; CHO-NPSR cells, cAMP TR-FRET, antagonist mode; Potency, µM (highest dose often 38.3 µM), without a hit: top-dose activity change, negative = inhibition, usual class: inhibitors; 1% of 220,000 active; AID 1461; note: potency is the fitted concentration of half-maximal effect; % is set by controls: 0 for no effect and ±100 for the full control effect; nearly all actives have a fitted effect of over 50% in size; many of its hits are not listed in these tables
Numbers without * were called inactive; ? = inconclusive; . = no result given; & = joins results of further samples; [ ] = remark or other dose. Unless noted, calls come from the whole dose curve; as a rule, active = well fitted curve in the direction sought with a large enough effect; inconclusive = small, poorly fitted or top-dose-only effect, or another doubt; inactive = no such curve, though single readings can be large; an effect the other way counts as inactive or inconclusive.

Value order: Tau fibril FP | aGal spleen mod | TRb SRC2 PPI | CBFb RUNX1 block | Epigenetic derep | Tau fluor cs | TR SRC2 fluor cs | NPSR antagonist
> CC1CCCC(C)N1C(=O)CN1CCN(c2nc(-c3ccc(F)cc3)cs2)CC1 (stereo not given)
    11.7% | 3.8% | 3.5% | 2.3% | -1.1% | -19.9% | -0.7% | -18.8%[46.1 µM]
> COc1ccc(Cc2nnc(Nc3ccccc3OC)[nH]c2=O)cc1
    0.8% | -4.9% | -3.4% | 8.5% | 2.5% | -1.6% | -6.3% | -0.4%
> CCN(Cc1ccccc1)C(c1ccc(Cl)cc1)c1nnnn1C(C)(C)C (stereo not given)
    -5.8% | -11.2% | 10.6% | 2.6% | -2.2% | -7.0% | 1.7% | ?
> COc1ccccc1NC(=O)CSc1nnc(-c2ccccc2)o1
    1.2% | -11.9% | -5.9% | -4.6% | -4.6% | -9.4% | -0.8% | -8.8%[46.1 µM]
> COc1cc(-c2nc(-c3ccc(-c4ccccc4)nc3OC)no2)cc(OC)c1OC
    -7.3% | -10.9% | 6.3% | -1.4% | -0.7% | -2.9% | 2.4% | -4.7%[46.1 µM]
> CCC(Sc1nc(-c2cccc(OC)c2)c(C#N)c(=O)[nH]1)C(=O)Nc1nnc(C(C)C)s1 (stereo not given)
    0.2% | 3.3% | 9.6%[53 µM] | 4.8% | 0.3% | -11.0% | 1.6%[53 µM] | -1.6%
> COc1ccc(OC)c(Nc2nc3nonc3nc2N2CCCCC2)c1
    -2.2% | 5.6% | -2.7% | 1.4% | 1.1% | -2.7% | -3.5% | 0.6%[46.1 µM]
> COc1ccc(CNC(=O)C(C)OC(=O)C23CC4CC(CC(O)(C4)C2)C3)cc1 (stereo not given)
    10.5% | 4.4% | -2.0% | -13.4% | 0.0% | 0.7% | -5.6% | 19.4%
> CCc1nn(CC(=O)N2CCN(c3cc(C)ccc3C)CC2)c(=O)c2cc3occc3n12
    -5.1% | . | 7.2% | . | 0.9% | 17.5% | -1.0% | .
> CN(C)/C(Cn1cncn1)=C1/N=C(c2c(F)cccc2F)OC1=O
    -2.3% | -2.4% | 4.7% | 4.3% | -1.2% | 4.3% | 3.8% | -6.4%
> COc1ccccc1/C=C/C=N/NC(=O)CCn1cnc2ccccc21
    2.0% | 0.0% | 1.8% | 0.7% | 0.1% | -15.6% | -1.4% | 50.6%
> COc1ccccc1CN(Cc1cc2cc3c(cc2[nH]c1=O)OCCO3)Cc1nnnn1Cc1ccco1
    3.4% | 7.9% | -7.4% | -15.0% | -1.1% | -14.1% | -2.1% | ?
> CCOC(=O)N1CCC(NC(=O)c2cnn(-c3cccc(C)c3)c2C2CCN(C(=O)OC(C)(C)C)CC2)CC1
    0.1% | . | -6.6% | . | -1.3% | -13.1% | -3.5% | .
> O=S(=O)(Nc1cccc(-c2ccc(N3CCOCC3)nn2)c1)c1cc(C(F)(F)F)ccc1Cl
    0.2% | . | 6.9% | . | 1.9% | -28.9% | -5.3% | .
> Cc1[nH]nc(Nc2ccccc2)c1[N+](=O)[O-]
    2.2% | -19.9% | -7.2% | -1.4% | 1.4% | -1.5% | -0.2% | 13.1%[46.1 µM]
> CCCOc1ccc(-c2nonc2NC(=O)c2ccco2)cc1OCCC
    -5.1% | . | -1.4% | . | -1.9% | -17.3% | 4.9% | .
> COCCn1nnnc1CN1CCOCC1
    2.4% | -1.7% | -15.2% | 6.2% | 0.0% | 2.8% | -1.0% | 6.9%[46.1 µM]
> O=C(CCN1C(=O)c2cccc3cccc(c23)C1=O)Nc1ccon1
    -2.4% | -1.3% | 3.4% | 8.0% | 0.0% | -2.9% | -3.4% | 56.5%
> Cc1ccsc1C(=O)OCC(=O)NCc1ccc2c(c1)OCO2
    6.7% | 6.9% | -4.5% | -6.1% | 2.0% | 7.7% | -2.2% | -3.5%[46.1 µM]
> CCn1cc(S(=O)(=O)c2ccc(OC)cc2)c(=O)c2cc(F)c(N3CCC(C)CC3)cc21
    -5.2% | . | -1.5% | . | -1.2% | -16.9% | 4.1% | .
> CC(C)n1c(-c2ccncc2)n[nH]c1=S
    4.6% | -2.7% | -1.4% | 8.6% | 1.1% | 9.1% | -3.9% | 1.1%
> O=C(CCC1CCCN(C(=O)c2ccc3[nH]ccc3c2)C1)N1CCN(c2ccccn2)CC1 (stereo not given)
    -2.2% | 1.0% | 1.3%[53 µM] | -0.6% | 4.7% | -8.1% | 0.6%[53 µM] | -6.5%
> O=C(NCc1ccc(-c2csnn2)cc1)C1CC1
    -1.4% | 0.0% | -2.3% | 0.5% | 0.0% | 10.6% | -0.9% | 0.0%
> O=C(NCCCN=C1NS(=O)(=O)c2ccccc21)c1ccncc1
    -13.5% | 0.5% | -4.0% | 0.7% | 3.1% | -7.8% | -1.8% | -8.9%[46.1 µM]
> COCCCn1c(=O)/c(=C\c2ccc(OC(F)F)c(OC)c2)s/c1=C(/C#N)C(=O)NCCOC
    2.8% | 1.9% | 1.6% | 14.4% | ? | 0.1% | -2.3% | 49.8%
> CCN(CC(=O)Nc1ccc2c(c1)OCCO2)CC(=O)Nc1ccc2c(c1)OCO2
    0.9% | -19.0% | -1.6% | 0.9% | -0.1% | -22.9% | -1.0% | 2.2%
> O=C(NCc1csc(-c2cccs2)n1)c1ccccc1
    0.7% | -1.1% | -0.1% | 12.2% | 1.1% | -2.4% | -0.8% | -0.3%
> Cc1c(CCOC(=O)C23CC4CC(CC(C)(C4)C2)C3)sc[n+]1CC(=O)c1ccccc1
    -0.1% | -5.8% | -4.0% | -14.2% | 2.2% | -13.1% | -4.8% | ?
> COc1ccc(CCN2CCC(Nc3nc4ccccc4n3Cc3ccc(F)cc3)CC2)cc1
    12.6%&8.7%&-5.7%&7.0% | -14.5% | 4.6% | -11.7% | -5.5% | ? | -0.9% | -45.0%
> CN(N)c1nc(C(F)(F)F)nc2ccccc12
    -6.5% | 2.8% | 0.8% | 7.1% | -3.0% | -1.2% | -1.1% | 18.7%

Pulled one by one from the list above (2):
Value order: Tau fibril FP | aGal spleen mod | TRb SRC2 PPI | CBFb RUNX1 block | Epigenetic derep | Tau fluor cs | TR SRC2 fluor cs | NPSR antagonist
> CCN(CC(=O)Nc1ccc2c(c1)OCCO2)CC(=O)Nc1ccc2c(c1)OCO2
    0.9% | -19.0% | -1.6% | 0.9% | -0.1% | -22.9% | -1.0% | 2.2%
> O=C(CCC1CCCN(C(=O)c2ccc3[nH]ccc3c2)C1)N1CCN(c2ccccn2)CC1 (stereo not given)
    -2.2% | 1.0% | 1.3%[53 µM] | -0.6% | 4.7% | -8.1% | 0.6%[53 µM] | -6.5%

(cont.)
Value order: Tau fibril FP | aGal spleen mod | TRb SRC2 PPI | CBFb RUNX1 block | Epigenetic derep | Tau fluor cs | TR SRC2 fluor cs | NPSR antagonist
> CC1(C)CC(=O)C(C=Nc2ccc(N)cc2)=C(O)C1
    -3.7% | -6.7% | -24.6% | -19.8% | -1.1% | -14.7% | 15.6% | 0.7%
> CCOc1ccccc1N1CC(c2nc3ccccc3n2CCCCOc2ccccc2)CC1=O (stereo not given)
    11.9% | . | -11.1% | . | -0.6% | -13.6% | 0.6% | .
> COC(=O)[C@@H]1C[C@H]1[C@@H](N)c1ccccc1
    -12.3% | 2.7% | 1.5% | 4.3% | 2.7% | -8.2% | -0.5% | .
> CC(C)(C)C(=O)Nc1nc(NC(=O)C(C)(C)C)nc(-c2ccccc2Cl)n1
    -5.5% | -0.3% | -3.7% | 2.2% | 0.1% | -21.9% | 2.4% | 26.4%
> CC(NC(=O)COc1cccc(Br)c1)C(=O)O (stereo not given)
    4.6% | -12.3% | -3.1% | 6.3% | -1.0% | -14.7% | -2.5% | -4.4%[46.1 µM]
> CCc1cccc(CC)c1NC(=S)Nc1ccccc1
    -4.4% | 3.9% | -0.6% | 8.8% | 2.3% | -2.8% | 0.6% | 16.0%
> O=C(Nc1ccc(OCc2cc(=O)n3c4c(sc3n2)CCCC4)cc1)c1cccc(F)c1
    -9.3% | . | -8.2% | . | 5.6% | -14.4% | 0.7% | .
> Cc1c(NC(=O)c2ccc(-c3ccc([N+](=O)[O-])cc3Cl)o2)c(=O)n(-c2ccccc2)n1C
    1.6% | -0.1% | -9.2% | -0.6% | 1.0% | -9.9% | -3.2% | -16.0%
> Cc1ccc2c(c1)sc1nc(=O)n(-c3ccc(Cl)c(Cl)c3)c(=O)n12
    -17.1%&-16.8% | -0.6% | -3.3%&-6.7% | 2.5% | -2.8%&-0.1% | ? | -0.8%&-2.4% | 2.8%[46.1 µM]
> CCc1ccc(OC(C)C(=O)N2CCC(c3nc4ccccc4o3)CC2)cc1 (stereo not given)
    -0.1% | . | -4.5% | . | -3.2% | -2.8% | ? | .
> COc1ccc(-c2cc(C(F)(F)F)nc(SCCC(=O)Nc3ccc(F)cc3F)n2)cc1
    ? | . | -12.3% | . | 0.0% | -21.0% | ? | .
> Cc1ccc(CN(Cc2ccco2)C(=O)c2cccc(C)c2)cc1
    2.9% | . | -9.6% | . | 0.6% | -13.4% | 2.9% | .
> COc1ccc(C(=O)N[C@H](C(=O)Nc2ccc(OC)nc2)C(C)C)cc1
    -1.2% | -6.1% | 5.8% | -1.2% | -5.1% | -7.1% | 0.8% | -8.2%[46.1 µM]
> COCCCNc1nc2ccccc2[nH]c1=O
    -12.9% | -7.2% | 2.5% | -3.5% | 0.1% | -3.6% | -2.9% | 5.6%

Shown in markdown: entries from further up.
| Molecule | Tau fibril FP | aGal spleen mod | TRb SRC2 PPI | CBFb RUNX1 block | Epigenetic derep | Tau fluor cs | TR SRC2 fluor cs | NPSR antagonist |
| --- | --- | --- | --- | --- | --- | --- | --- | --- |
| Cc1ccc(CN(Cc2ccco2)C(=O)c2cccc(C)c2)cc1 | 2.9% | . | -9.6% | . | 0.6% | -13.4% | 2.9% | . |
| COCCCNc1nc2ccccc2[nH]c1=O | -12.9% | -7.2% | 2.5% | -3.5% | 0.1% | -3.6% | -2.9% | 5.6% |
| COc1ccc(C(=O)N[C@H](C(=O)Nc2ccc(OC)nc2)C(C)C)cc1 | -1.2% | -6.1% | 5.8% | -1.2% | -5.1% | -7.1% | 0.8% | -8.2%[46.1 µM] |

Not all compounds are listed. The share of hits here may be higher or lower than overall.
